Compound activity (PubChem BioAssay)
D2 antagonist – HTS Assay for Allosteric Antagonists of the Human D2 Dopamine Receptor: Primary Screen for Antagonists | D(2) dopamine receptor (Homo sapiens), P14416 | inhibition, % at 10 µM | HEK293 TREx D2 cells, calcium flux, dopamine EC80 | hit rate 2% among 340,000; in the data active = inhibition above about 30%; note: 0% is about no effect
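Antagonism is scored as inhibition of an EC80 dopamine-evoked calcium signal in a force-coupled, tetracycline-inducible HEK293 T-REx D2 line, with compound present 180 s before agonist.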
12-LOX inh – Primary qHTS assay for inhibitors of human arachidonate 12S-lipoxygenase (ALOX12): Round 2. AID 1671190, 2021. hit rate 1.1% among 580,000. purified 12hLO, xylenol orange hydroperoxide absorbance. Polyunsaturated fatty acid lipoxygenase ALOX12 (Homo sapiens), P18054. Potency, µM (doses to about 108 µM), for inactives: top-dose activity change, negative = inhibition, most hits filed as inhibitors; note: potency is the fitted concentration of half-maximal effect; % is set by controls: 0 for no effect and ±100 for the full control effect
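Purified human 12hLO at 150 nM in 25 mM Hepes, 0.01% Triton X-100, pH 7.0, preincubated 15 min at room temperature with compound. Reaction started with 40 uM arachidonic acid, 30 min at room temperature. Hydroperoxide measured by Fe-xylenol orange, 573/405 nm absorbance ratio.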
RGS4 inh – Inhibitors of Regulator of G Protein Signaling (RGS) 4: qHTS; Regulator of G-protein signaling 4 (Homo sapiens), P49798; Transcreener GDP fluorescence polarization, RGS4-accelerated GTP hydrolysis; Potency, µM (titrated, usually from 114 µM), inactives show at the top dose activity change, negative = inhibition, hits mostly inhibitors; hit rate 0.039% among 390,000; AID 504845, 2011; note: potency is the fitted concentration of half-maximal effect; % is set by controls: 0 for no effect and ±100 for the full control effect; nearly all actives have a fitted effect of over 75% in size; some results filed as inactive show a strong effect at the top dose
Target sequence (P49798 whole entry, looked up): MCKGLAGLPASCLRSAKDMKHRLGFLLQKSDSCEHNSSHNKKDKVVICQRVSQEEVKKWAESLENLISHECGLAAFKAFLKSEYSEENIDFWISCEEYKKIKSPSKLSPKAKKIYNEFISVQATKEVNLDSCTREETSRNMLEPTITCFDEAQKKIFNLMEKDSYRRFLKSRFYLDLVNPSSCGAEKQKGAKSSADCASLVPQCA
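MLSMR compounds (23 nl, pin-transferred) preincubated 10 min at room temperature with a 500nM (2x) first reagent, then RGS4 at 900nM (2x) plus Transcreener GDP mix added; fluorescence polarization (620/688 nm) read before and after 90 min at 30 °C.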
D2 ag – HTS Assay for Allosteric Agonists of the Human D2 Dopamine Receptor: Primary Screen for Agonists. D(2) dopamine receptor (Homo sapiens), P14416. HEK293 T-REx D2 cells, calcium flux agonist mode. activation, % at 2 µM. hit rate 0.53% among 340,000. AID 485358, 2010;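 active = activation over 3 SD above normal in the single-dose calcium agonist read, cut at about 30% in these data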; note: 0% is about no effect
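In this primary screen, compounds producing a positive calcium signal within 180 s of addition to tetracycline-induced, force-coupled HEK293 Trex D2 cells are flagged; cells are dye-loaded with a no-wash calcium kit beforehand.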
LDHA inh – qHTS assay for inhibitors of human lactate dehydrogenase; L-lactate dehydrogenase A chain (Homo sapiens), P00338; purified LDHA, NADH/diaphorase-resazurin fluorescence; active compounds read low; activity change, % (values are at about 110 or 230 µM); hit rate 0.15% among 480,000; in the data active = activity change below about -30%; inconclusive = mostly about -25% to -30%;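 note: plate controls were DMSO wells for no effect and wells without enzyme for full effect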
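LDH5 2 nM; NADH 0.06 mM, pyruvate 0.2 mM; 200 mM Tris pH 7.4, EDTA, Tween-20; 5 min RT. Detection: diaphorase 0.133 mg/mL + resazurin 37 µM, fluorescence ex540/em590 at 0 and 20 min; normalized to enzyme-free and DMSO wells.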
Vif-APOBEC3F blk – qHTS for Inhibitors of Vif-A3F Interactions: qHTS. hit rate 0.2% among 390,000. HeLa A3F-eYFP + Vif (tagged APOBEC3F with the HIV-1 protein that degrades it), YFP fluorescence increase. Potency, µM (highest dose often 46.1 µM), inactives show at the highest dose activity, negative = active; note: potency is the fitted concentration of half-maximal effect; % of control where 0% means no effect; nearly all actives have a fitted effect of over 65% in size
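Fluorescence increase (Ex 488/Em 500-530) after overnight compound treatment at 37 deg C flags inhibition of Vif-driven A3F-eYFP loss in stable HeLa A3F-eYFP/Vif cells seeded overnight beforehand.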
ERG-DNA inh – qHTS for Small Molecule Inhibitors of the ERG Ets/DNA interaction; Transcriptional regulator ERG (Homo sapiens), P11308; Potency, µM (doses to about 76.9 µM), without a hit: at the highest dose FP activity, negative = inhibition, usual class: inhibitors; fluorescence polarization, His-ERG Ets domain / labelled DNA; hit rate 0.028% among 370,000; active = well fitted inhibition curve with a large enough effect in the polarisation, with a control signal flat; inconclusive = small, poorly fitted or top-dose-only effect, or effect the other way, or a change in a side signal; inactive = no such curve, though single readings can be large or run the other way; the % refers to the polarisation;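 note: polarization taken with two DNA probes labelled with fluorescein and Texas red; potency is the fitted concentration of half-maximal effect; % of control where 0% means no effect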
Target sequence (P11308 whole entry, looked up, the tested form may be a part): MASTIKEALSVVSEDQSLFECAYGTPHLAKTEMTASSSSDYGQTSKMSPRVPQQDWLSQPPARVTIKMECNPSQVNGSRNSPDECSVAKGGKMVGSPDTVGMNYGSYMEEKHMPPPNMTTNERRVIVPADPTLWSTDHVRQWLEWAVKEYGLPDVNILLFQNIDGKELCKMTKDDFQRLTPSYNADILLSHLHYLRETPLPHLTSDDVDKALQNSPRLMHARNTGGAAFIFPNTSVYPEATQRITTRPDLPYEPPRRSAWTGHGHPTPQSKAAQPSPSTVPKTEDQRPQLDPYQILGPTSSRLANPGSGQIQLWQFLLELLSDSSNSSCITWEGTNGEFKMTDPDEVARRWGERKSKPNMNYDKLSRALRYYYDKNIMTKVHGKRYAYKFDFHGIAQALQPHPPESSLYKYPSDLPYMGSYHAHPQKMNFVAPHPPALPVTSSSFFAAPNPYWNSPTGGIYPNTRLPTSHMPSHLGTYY
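His-tagged ERG Ets domain (1 uM in the protein solution; 300mM KCl, 50mM Tris-HCl, 1mM EDTA, 1mM DTT, pH 7.5) received compound, then a probe mix of 5 nM fluorescein-DNA and 100nM Texas-615-DNA. Fluorescence polarization was read for both dyes.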
Vif-APOBEC3G blk – qHTS for Inhibitors of Vif-A3G Interactions: qHTS; DNA dC->dU-editing enzyme APOBEC-3G (Homo sapiens), Q9HC16; HeLa A3G-eYFP + Vif (tagged APOBEC3G with the HIV-1 protein that degrades it), YFP fluorescence, overnight; hit rate 0.076% among 410,000; AID 602310, 2012; Potency, µM (top dose mostly 46.1 µM), inactives show at the highest dose activity, negative = active, hits mostly inhibitors;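 note: potency is the fitted concentration of half-maximal effect; % is set by controls: 0 for no effect and ±100 for the full control effect; nearly all actives have a fitted effect of over 60% in size; hits raise eYFP signal because A3G escapes Vif-driven loss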
Target sequence (Q9HC16 whole entry, looked up): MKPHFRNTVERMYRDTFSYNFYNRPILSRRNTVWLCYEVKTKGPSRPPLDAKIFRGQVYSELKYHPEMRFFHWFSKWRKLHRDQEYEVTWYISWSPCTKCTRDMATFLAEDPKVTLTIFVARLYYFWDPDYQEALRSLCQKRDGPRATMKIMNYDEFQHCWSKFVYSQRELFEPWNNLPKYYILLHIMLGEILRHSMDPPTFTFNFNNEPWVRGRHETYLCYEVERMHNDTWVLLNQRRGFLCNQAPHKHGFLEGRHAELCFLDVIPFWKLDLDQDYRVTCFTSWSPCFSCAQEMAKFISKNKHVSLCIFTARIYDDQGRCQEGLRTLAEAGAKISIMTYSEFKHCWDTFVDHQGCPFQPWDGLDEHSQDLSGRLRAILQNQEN
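HeLa cells stably expressing Vif and C-terminally eYFP-tagged A3G, seeded overnight at 37 deg C, then exposed to compound by pintool overnight at 37 deg C. Rise in yellow fluorescence (Ex 488/Em 500-530, Acumen) marks blocked Vif-driven A3G degradation.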
Glioma ERSR ind – qHTS for Inducers of the Endoplasmic Reticulum Stress Response (ERSR) in Human Glioma: qHTS; U87-MG GRP78 promoter luciferase reporter, 16 h; hit rate 0.02% among 420,000; Potency, µM, without a hit: at the top dose activation, hits mostly activators; AID 602332, 2012; note: potency is the fitted concentration of half-maximal effect; series mostly up to about 76 µM; % of control where 0% means no effect; nearly all actives have a fitted effect of over 35% in size
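Stably transfected U87-MG glioma cells carrying a GRP78-based luciferase sensor; 16 h compound incubation. Luminescence end-point read 10 min after Bright-Glo addition at room temperature.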
Active calls of the source: *; ? = inconclusive; / = no result given; & = joins results of further samples; [ ] = another dose, or the depositor's remark. Unless noted, calls come from the whole dose curve; as a rule, active = well fitted curve in the direction sought with a large enough effect; inconclusive = small, poorly fitted or top-dose-only effect, or another doubt; inactive = no such curve, though single readings can be large; an effect the other way counts as inactive or inconclusive. This is a subset (hit frequency here may not be typical).

#1 COCCN(C(=O)c1cc2c(s1)CCCCC2)c1c(N)n(Cc2ccccc2)c(=O)[nH]c1=O
#2 CCCn1c(=O)c2c(nc3n2CCCN3CCc2ccccc2)n(C)c1=O
#3 COc1ccc(-c2cn3c4c(sc3n2)CCCC4)cc1
#4 O=C(CSc1nncn1-c1cccnc1)N(c1ccccc1)c1ccccc1
#5 COc1ccc(NC(=O)c2cc(S(=O)(=O)N3CCCCC3)ccc2N2CCCCC2)cn1
#6 Cc1ccc(C(=O)Nc2ccc(-c3cn4cccnc4n3)cc2)cc1C

assay / entry	1	2	3	4	5	6
D2 antagonist	4	-10	3	3	-5	/
12-LOX inh	4%	5%	-13%	?	?	-4%
RGS4 inh	4%	-2%	25%	13%	-6%	-2%
D2 ag	0.9	0.7	0.2	0.3	-0.3	/
LDHA inh	-2	-2	0	-14	7	3
Vif-APOBEC3F blk	10%	0%	-2%	-16%	-2%	-8%
ERG-DNA inh	10%	0%	7%	1%	-8%	-3%
Vif-APOBEC3G blk	-1%	-1%	0%	0%	0%	-15%
Glioma ERSR ind	-3%	-3%	-1%	0%	-1%	-8%

#7 CCn1c(C(=O)Nc2ccccc2C(=O)OC)cc2sc(Cl)cc21
#8 CC(C)n1c(NCCc2ccccc2)nc2c1c(=O)n(C)c(=O)n2C
#9 COc1ccccc1CNS(=O)(=O)c1c(C)[nH]c(C)c1C(=O)N1CCCCC1
#10 Cc1ccc([N+](=O)[O-])cc1N=C(c1cccc(Br)c1)N1CCOCC1
#11 Cc1ccc(NC(=O)CCC(=O)NNS(=O)(=O)c2ccccc2)c(C)c1
#12 O=C(N/N=C/c1ccncc1)C1CC1(c1ccccc1)c1ccccc1 (configuration not stated)

assay / entry	7	8	9	10	11	12
D2 antagonist	/	0	2	-4	7	7
12-LOX inh	-10%	?	6%	-27%	0%	8%
RGS4 inh	-10%	13%	7%[11.4 µM]	-2%	-14%[11.4 µM]	-13%
D2 ag	0.3	0.9	-0.8	0.0	-0.1	5.4
LDHA inh	0	-2	-3	0	3	0
Vif-APOBEC3F blk	0%	3%	4%	-1%	-2%	2%
ERG-DNA inh	-11%	-1%	6%	-2%	-3%	-4%
Vif-APOBEC3G blk	1%	4%	0%	1%	-7%	-21%
Glioma ERSR ind	-1%	-6%	-5%	-8%	4%	-4%

#13 CCOC(=O)C(=NC(C)CC)NNc1ccc(Br)cc1 (configuration not stated)
#14 Cc1cccc(C(=O)NCCc2nc3ccccc3n2CCC(C)C)c1
#15 C=CCNC(=O)COc1ccc(S(=O)(=O)Nc2ccc(OCC)cc2)cc1
#16 CC(C)CN(CCNC(=O)c1cc(-c2ccc(Cl)s2)nc2ccccc12)CC(C)C
#17 CCOC(=O)c1nn(-c2ccccc2C)c(=O)c(C#N)c1C
#18 Cc1[nH]c2c(C)cccc2c1CC(=O)O

assay / entry	13	14	15	16	17	18
D2 antagonist	-25	/	5	/	-15	5
12-LOX inh	28µM*	-5%	17%	?	-8%	-23%
RGS4 inh	-11%	-3%	-2%	0%	4%	1%
D2 ag	-1.3	0.1	2.4	0.4	0.2	-0.4
LDHA inh	3	3	5	-2	10	-5
Vif-APOBEC3F blk	-4%	/	-11%	-6%	1%	-13%
ERG-DNA inh	4%	-2%	0%	-9%	-3%	3%
Vif-APOBEC3G blk	-25%	/	-5%	-1%	1%	-3%
Glioma ERSR ind	0%	/	-4%	-1%	-9%	-1%

#19 O=C(C[C@H]1C[C@H](C(=O)N2CCOCC2)[C@@]2(CCC3CCCC3)c3[nH]c4cc(-c5ccco5)ccc4c3CCN2C1=O)NCC12CC3CC(CC(C3)C1)C2
#20 CC(=O)NC(=S)Nc1sc2c(c1C#N)CCCCC2
#21 N#C/C(=C/c1ccc(Cl)cc1Cl)c1nc2ccccc2c(=O)[nH]1
#22 CCOc1ccc(C2C(C(=O)c3cccs3)=C(O)C(=O)N2Cc2cccnc2)cc1OC (configuration not stated)
#23 CCOC(=O)CSc1nnc(CNC(=O)c2cccs2)n1Cc1ccccc1
#24 COc1ccc(C(C)C)cc1S(=O)(=O)NCc1ccccn1

assay / entry	19	20	21	22	23	24
D2 antagonist	/	12	/	-9	1	-12
12-LOX inh	?	-30%	-20%	?	-2%	-9%
RGS4 inh	-15%	?	-7%	-36%	-12%	11%
D2 ag	/	0.8	0.8	-1.1	0.8	0.1
LDHA inh	-15	3	-4	3	-8	1
Vif-APOBEC3F blk	5%	?	2%	-9%	-11%	-1%
ERG-DNA inh	5%	-5%	11%	0%	?	1%
Vif-APOBEC3G blk	1%	4%	1%	2%	-1%	2%
Glioma ERSR ind	-1%	-4%	-3%	1%	4%	-6%

#25 Cc1csc(NC(=O)CSc2nccn2C)n1
#26 Cc1ccccc1CN1c2ccccc2S(=O)(=O)c2ccccc21
#27 Cc1ccc(C(C)C)c(OCc2n[nH]c(=S)o2)c1
#28 COc1cc(Cl)c(C)cc1Nc1nc2ccccc2c2nnc(C)n12
#29 CC(C)(C)C(=O)NCCc1nc2ccccc2n1CC(=O)c1ccc(Cl)cc1
#30 CCCCN(CCCC)CCNC(=O)c1cn(C)c2ccc(S(=O)(=O)N3CCCC3)cc2c1=O

assay / entry	25	26	27	28	29	30
D2 antagonist	7	/	-6	/	-12	-20
12-LOX inh	0%	-16%	?	-17%	16%	-13%&0%
RGS4 inh	20%	9%	-49%	-10%	6%	-4%&-13%
D2 ag	0.1	-0.8	-0.5	-0.2	-0.9	0.1&0.8
LDHA inh	-1	1	-5	0	3	-3&4
Vif-APOBEC3F blk	-3%	-1%	-3%	4%	-3%	1%&-1%
ERG-DNA inh	-2%	-2%	-6%	1%	-13%	5%&7%
Vif-APOBEC3G blk	-1%	-7%	-11%	5%	1%	0%&5%
Glioma ERSR ind	-2%	-2%	-4%	-3%	-2%	-2%&0%

#31 COCc1cc(C)nc(Nc2ccc(C)cc2C)c1C#N
#32 C=CCN(CC=C)c1nc2ccccc2nc1C(C#N)C(=O)OCCOC (configuration not stated)
#33 COc1ccc(CNC(=O)C(C)Sc2nc3ccccc3c(=O)n2CCCN2CCOCC2)cc1 (configuration not stated)
#34 CCc1nc2c(C#N)c(-c3ccc(Cl)cc3)ccn2n1
#35 CCN1CCCC1CNC(=O)c1ccc(N2CCOCC2)c(NS(=O)(=O)c2ccc(OC)cc2)c1 (configuration not stated)
#36 O=C(Nc1nc2ccccc2[nH]1)c1ccc(Cl)c(S(=O)(=O)N2CCCC2)c1

assay / entry	31	32	33	34	35	36
D2 antagonist	9	0	1	-2	33*	10
12-LOX inh	22%	0%	-13%	-8%	-23%	/
RGS4 inh	9%	29%	-10%	-5%	3%[56.9 µM]	2%
D2 ag	-0.2	-0.5	-1.1	-1.3	-0.1	0.4
LDHA inh	-5	14	-1	-8	-11	-3
Vif-APOBEC3F blk	-5%	5%	9%	3%	7%	2%
ERG-DNA inh	3%	3%	-15%	1%	-2%	2%
Vif-APOBEC3G blk	-1%	-5%	3%	0%	0%	3%
Glioma ERSR ind	-1%	4%	-5%	-1%	0%	-5%

8 entries from above in a different format.
The line under a structure holds: D2 antagonist, 12-LOX inh, RGS4 inh, D2 ag, LDHA inh, Vif-APOBEC3F blk, ERG-DNA inh, Vif-APOBEC3G blk, Glioma ERSR ind
[1] COCCN(C(=O)c1cc2c(s1)CCCCC2)c1c(N)n(Cc2ccccc2)c(=O)[nH]c1=O
 : 4, 4%, 4%, 0.9, -2, 10%, 10%, -1%, -3%
[2] CCCn1c(=O)c2c(nc3n2CCCN3CCc2ccccc2)n(C)c1=O
 : -10, 5%, -2%, 0.7, -2, 0%, 0%, -1%, -3%
[3] COc1ccc(-c2cn3c4c(sc3n2)CCCC4)cc1
 : 3, -13%, 25%, 0.2, 0, -2%, 7%, 0%, -1%
[4] O=C(CSc1nncn1-c1cccnc1)N(c1ccccc1)c1ccccc1
 : 3, ?, 13%, 0.3, -14, -16%, 1%, 0%, 0%
[5] COc1ccc(NC(=O)c2cc(S(=O)(=O)N3CCCCC3)ccc2N2CCCCC2)cn1
 : -5, ?, -6%, -0.3, 7, -2%, -8%, 0%, -1%
[6] Cc1ccc(C(=O)Nc2ccc(-c3cn4cccnc4n3)cc2)cc1C
 : /, -4%, -2%, /, 3, -8%, -3%, -15%, -8%
[7] CCn1c(C(=O)Nc2ccccc2C(=O)OC)cc2sc(Cl)cc21
 : /, -10%, -10%, 0.3, 0, 0%, -11%, 1%, -1%
[8] CC(C)n1c(NCCc2ccccc2)nc2c1c(=O)n(C)c(=O)n2C
 : 0, ?, 13%, 0.9, -2, 3%, -1%, 4%, -6%
